Rin1-Abl PPI inh – human Rin1-Abl interaction inhibition; TR-FRET Rin1/Abl binding, biochemical; inhibition, % at 7.35 µM; AID 588664; P00519+Q13671; actives 0.4% (n = 360,000); in the data active means inhibition above about 5%, passing the limit was not always enough
TbMetRS inhib – Trypanosoma brucei MetRS inhibition | actives 0.4% (n = 360,000) | inhibition, % at 11.9 µM | purified T. brucei MetRS, ATP depletion, Kinase-Glo luminescence;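 active means inhibition above a per-plate cutoff of the control wells' mean inhibition plus 3 SD, cut at about 5.5% in these data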;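 further: 0% = DMSO wells median and 100% = median of wells with control inhibitor compound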
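Test system – parasite MetRS enzyme · Reagent – substrates ATP, L-methionine and bulk Escherichia coli tRNA · Doses – 11.9 µM compound single dose, 0.9% DMSO · Times – 15 min enzyme-compound preincubation, 2 h reaction, 10 min detection, 25 °C · Signal – Kinase-Glo luminescence, ATP depletion format · Controls – DMSO-only wells as low control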
eLon inh – inhibitors of E. coli Lon protease | AID 602123 | actives 0.42% (n = 360,000) | purified E. coli Lon protease, fluorescence polarization | inhibition, % at 7.94 µM; in the data active means inhibition above about 13%, passing the limit was not always enough;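 further: 0% = enzyme with probe and DMSO and 100% = no enzyme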
CSN inh – blocks human CSN-mediated cullin deneddylation; Q92905; Purified CSN, SCF-Nedd8-OG deneddylation, fluorescence polarization; inhibition, % at 12.5 µM; actives 0.38% (n = 360,000); AID 651999;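 active means pattern-corrected inhibition above about 35%, with an unprinted fluorescence ratio check between 0.5 and 1.5, limit read from the data, passing the limit was not always enough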;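 further: 0% = enzyme with substrate and 100% = substrate without enzyme; some results filed as inactive read as strong as hits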
Target sequence (Q92905 whole entry, looked up, one chain of several): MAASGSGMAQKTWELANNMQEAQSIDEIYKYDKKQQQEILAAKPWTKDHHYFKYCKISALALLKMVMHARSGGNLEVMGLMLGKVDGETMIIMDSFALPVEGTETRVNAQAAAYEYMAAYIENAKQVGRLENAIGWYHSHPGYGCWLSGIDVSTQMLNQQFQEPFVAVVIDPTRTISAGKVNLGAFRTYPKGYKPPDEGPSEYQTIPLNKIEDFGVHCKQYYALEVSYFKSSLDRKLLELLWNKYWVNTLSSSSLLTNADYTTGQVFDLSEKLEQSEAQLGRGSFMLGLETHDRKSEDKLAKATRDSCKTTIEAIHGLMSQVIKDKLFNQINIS
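Assay system: purified human Csn5 enzyme expressed in HEK293T cells; Input: 0.24 nM Csn5 enzyme, final concentration; Reagent: 10 nM SCFSkp2-Nedd8OG; Compound dosing: 12.5 µM single point; Times: reaction 90 min, room temperature; Technique: fluorescence polarization readout.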
FAS-TE inh – FAS thioesterase (human) inhibition | P49327 | recombinant FAS-TE, OMFH fluorogenic substrate, fluorescence endpoint | inhibition, % at 15 µM | actives 0.67% (n = 360,000) | AID 602261;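 active means compounds whose normalised, plate-corrected inhibition of enzyme fluorescence in the single-dose primary screen is 50% or more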;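 further: 0% = DMSO with enzyme and 100% = substrate without enzyme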
MsrA act – activates bovine MsrA enzyme | purified bovine MsrA, absorbance read-out | actives 0.3% (n = 360,000) | activation, % at 10.6 µM; in the data active means activation above about 7.5%;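 further: 0% = vehicle and 100% = reference activator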
MsrA inh – inhibits bovine methionine sulfoxide reductase A. inhibition, % at 15.5 µM. actives 0.75% (n = 360,000). AID 651718. purified bovine MsrA, absorbance read-out; in the data active means inhibition above about 4.5%;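 further: 0% = vehicle wells with enzyme and 100% = reference inhibitor wells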
PABP1 MLLE inh – blocks PAM2 peptide binding to the PABP1 MLLE domain; P11940; GST-MLLE / FITC-PAM2 fluorescence polarization; inhibition, % at 20 µM; actives 0.36% (n = 360,000); AID 588489; in the data active means inhibition above about 35%, passing the limit was not always enough;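 further: plate controls were DMSO wells with GST-MLLE for no effect and wells lacking GST-MLLE protein for full effect; some results filed as inactive read as strong as hits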
Target sequence (P11940 whole entry, looked up, the tested form may be a part): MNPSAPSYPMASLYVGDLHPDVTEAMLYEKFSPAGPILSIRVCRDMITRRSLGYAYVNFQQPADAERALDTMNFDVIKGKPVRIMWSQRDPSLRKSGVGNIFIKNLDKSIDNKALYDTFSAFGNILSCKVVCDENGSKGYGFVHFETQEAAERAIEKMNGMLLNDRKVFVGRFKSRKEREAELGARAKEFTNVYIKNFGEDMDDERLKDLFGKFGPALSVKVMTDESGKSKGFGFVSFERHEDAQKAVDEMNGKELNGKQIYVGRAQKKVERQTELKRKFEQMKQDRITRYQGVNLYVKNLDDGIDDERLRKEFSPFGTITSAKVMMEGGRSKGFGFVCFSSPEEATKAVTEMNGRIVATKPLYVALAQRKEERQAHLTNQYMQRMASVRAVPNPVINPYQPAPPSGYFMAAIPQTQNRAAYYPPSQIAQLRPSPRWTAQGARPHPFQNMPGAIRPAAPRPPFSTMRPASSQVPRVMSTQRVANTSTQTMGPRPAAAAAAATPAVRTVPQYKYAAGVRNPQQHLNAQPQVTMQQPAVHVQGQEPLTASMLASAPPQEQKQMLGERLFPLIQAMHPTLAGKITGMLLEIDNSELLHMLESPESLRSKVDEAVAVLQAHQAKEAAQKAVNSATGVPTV
Neddylation inh – cullin neddylation inhibition | actives 0.58% (n = 360,000) | TR-FRET cullin neddylation, biochemical | P61081+Q13564 | AID 651699 | calls only at 25 µM; in the data active means inhibition above about 36%
Starred values were filed as active, the others as inactive; i = inactive; . = no result given.

Under each structure – CSN inh	Neddylation inh	MsrA act	MsrA inh	TbMetRS inhib	FAS-TE inh	Rin1-Abl PPI inh	PABP1 MLLE inh	eLon inh
1	FC(F)Oc1ccccc1NC(=S)Nc1cccc(Cl)c1Cl
    -5.0	i	-2.2	0.5	-0.6	-2.7	-0.2	30.4	2.6
2	O=C(O)c1ccc(N=Nc2c(O)[nH]c3ccc(Br)cc23)cc1
    7.9	i	-2.5	-0.4	-0.8	9.2	0.3	-55.4	-1.6
3	C=CCn1c(SCC(=O)O)nc2sc(CC)cc2c1=O
    -16.2	i	-0.7	1.3	-0.4	-2.4	2.9	-6.0	1.3
4	COCCN1C(=O)N(c2cccc(OC)c2)C(=O)C1CC(=O)Nc1cccc(F)c1 (centres undefined)
    2.4	i	0.8	0.5	-0.1	-4.0	-1.3	7.2	-3.8
5	CSc1nc(Cc2ccc(Cl)cc2)nc2ccccc12
    7.4	i	-2.0	-0.7	0.1	13.7	-7.9	-7.8	-2.0
6	CCOC(=O)c1ccc(CSc2nnc(C)n2N)o1
    -2.6	i	-3.9	-1.3	-0.6	1.2	-0.8	8.8	-8.7
7	COc1ccc(Oc2nc(SC)nc3ccccc23)cc1
    1.4	i	-5.0	0.4	0.0	19.0	-15.6	9.5	-1.4
8	O=C(Nn1c(-c2ccc(Cl)cc2)nc2ccccc2c1=O)c1cccnc1Cl
    3.9	i	-1.4	0.1	-0.8	-4.7	-0.1	-1.5	-3.3
9	Cc1cccc(C)c1Nc1nnc(SC/C(O)=C(\C#N)c2nc3ccccc3[nH]2)s1
    5.8	i	-10.9	1.3	-1.3	-2.3	-0.9	-44.0	-10.5
10	COC(=O)c1ccc(CNC(=O)COC(=O)C23CC4CC(CC(C4)C2)C3)cc1
    -1.3	i	-2.0	-0.6	-0.6	0.2	0.8	4.8	0.0
11	COC(=O)c1cn(NC(=O)c2ccc(F)cc2)c(=O)c2ccccc12
    -2.3	i	1.2	-1.3	-0.5	0.5	2.4	-0.8	-4.3
12	COc1cccc(-c2cc(NC=O)c3ncc(-c4ccc(C(C)=O)cc4)n3c2)c1
    0.1	.	-2.4	2.2	0.3	17.9	-5.4	-15.9	-0.5
13	Cc1n[nH]c2ccc(Br)cc2c1=O
    -3.2	i	-6.5	0.8	-0.2	-7.3	-9.9	0.4	-8.2
14	COc1cc(C(O)c2nc(-c3ccc(F)cc3OC)cs2)ccc1F (centres undefined)
    -1.1	i	0.5	0.1	-0.1	19.4	-1.3	8.3	3.7
15	CC(C)C(c1nnnn1C(C)(C)C)N1CCC(Cc2ccccc2)CC1 (centres undefined)
    6.5	i	-2.5	-0.7	0.4	15.0	0.1	-4.3	-22.4
16	N#Cc1ccccc1NC(=O)CSc1ccc([N+](=O)[O-])cn1
    -3.1	i	-3.7	0.8	0.1	42.9	0.4	25.8	5.9
17	O=C(c1ccccn1)N1N=C2/C(=C/c3ccc(F)cc3)CCCC2C1c1ccc(F)cc1 (centres undefined)
    6.6	i	0.3	-0.8	0.7	25.8	3.3	0.0	-2.0
18	COc1cc(/C=N/NC(=O)C(N)=O)ccc1OCC(=O)N1C(C)CCCC1C (centres undefined)
    -2.3	i	-2.7	1.9	-0.2	-1.7	-4.1	-3.2	4.0
19	Cc1cc2nnc(SC(C)C#N)n2c2ccccc12 (centres undefined)
    -5.3	i	-2.1	1.7	-0.9	-4.1	-2.5	-69.0	-10.7
20	CCOc1ccccc1NC(=O)c1cc(=O)[nH]c2ccc(S(=O)(=O)N3CCOCC3)cc12
    3.7	i	-2.0	0.8	-0.3	-4.0	-5.4	-16.7	-0.1
21	CS(=O)(=O)N1CCN(Cc2ccc(C(F)(F)F)cc2)CC1
    -2.0	i	-2.4	1.2	-0.2	-5.2	2.8	-4.3	-3.6
22	Cc1ccccc1-c1nsc(SCC(=O)Nc2ccc3c(c2)OCO3)n1
    1.0	i	0.3	-0.3	-0.4	-0.1	1.6	1.6	-2.2
23	CC(Oc1ccc2ccccc2c1)C(=O)N/N=C/c1cccnc1 (centres undefined)
    0.6	i	-1.4	-0.2	0.2	-4.8	1.3	-3.9	1.8
24	COc1ccc(-c2nc(CSCC(=O)NCc3ccc4c(c3)OCO4)c(C)o2)cc1OC
    1.9	i	-3.8	0.1	-0.9	-5.6	-4.6	-8.7	-3.8
25	COc1cc(C(=O)NC(=S)Nc2ccc3[nH]c(=O)[nH]c3c2)cc(OC)c1OC
    2.1	i	-1.9	0.1	0.5	11.3	-1.1	22.1	2.2
26	COc1ccc(C2NC(c3ccc(OC)c(OC)c3OC)C(C)C(=O)C2C)c(OC)c1OC (centres undefined)
    -2.9	i	-6.9	-0.7	-0.2	-1.6	2.0	7.2	-3.4
27	O=C(O)CCCC(=O)Nc1ccc(Br)cc1
    0.6	i	-0.9	-1.0	-0.6	-5.0	1.8	4.9	11.0
28	COc1cc(C(=O)OCc2cccc(OC)c2OC)ccc1OCC(=O)N1CCOCC1
    -1.1	i	-8.7	-0.2	-0.2	-3.5	2.3	1.5	1.3
29	CN(C)C(=O)N1CCC(C(=O)NC2CCCCCCC2)CC1
    4.1	i	-3.2	0.3	-0.3	-7.7	-0.8	-0.9	-4.3
30	Cc1ccc2c(c1)N(CCC(=O)NCc1cccs1)C(=O)C(C)O2 (centres undefined)
    -2.7	i	-10.1	-1.5	-1.2	-6.0	5.0	1.7	-2.9

Overlap with the part before: three compounds; new compounds follow.
Under each structure – CSN inh	Neddylation inh	MsrA act	MsrA inh	TbMetRS inhib	FAS-TE inh	Rin1-Abl PPI inh	PABP1 MLLE inh	eLon inh
28	COc1cc(C(=O)OCc2cccc(OC)c2OC)ccc1OCC(=O)N1CCOCC1
    -1.1	i	-8.7	-0.2	-0.2	-3.5	2.3	1.5	1.3
29	CN(C)C(=O)N1CCC(C(=O)NC2CCCCCCC2)CC1
    4.1	i	-3.2	0.3	-0.3	-7.7	-0.8	-0.9	-4.3
30	Cc1ccc2c(c1)N(CCC(=O)NCc1cccs1)C(=O)C(C)O2 (centres undefined)
    -2.7	i	-10.1	-1.5	-1.2	-6.0	5.0	1.7	-2.9
31	O=C(COc1ccc(F)c(Cl)c1)NC(=O)NC1CCCC1
    -6.7	i	2.2	-0.7	-0.2	7.7	-1.7	4.6	-10.8
32	CCCCCCNS(=O)(=O)c1nc2nc(C)cc(C)n2n1
    0.0	i	-1.7	-0.1	-0.3	4.7	-0.6	-0.8	-2.1
33	COc1cc2c(cc1OC)CN(C(=O)c1ccc(OC)c([N+](=O)[O-])c1)CC2
    0.6	i	-1.7	-1.1	0.5	0.1	0.8	-4.3	-0.3
34	Cc1ccc(S(=O)(=O)N(C)C)cc1NC(=O)CSc1nnnn1-c1ccc(O)cc1
    0.4	i	-4.2	1.1	-0.4	-3.4	-5.5	-12.7	-8.4
35	Cn1c(N)c(C(=O)COC(=O)COc2ccc(Cl)cc2Cl)c(=O)n(C)c1=O
    -2.3	i	0.2	0.1	-0.2	0.5	-0.5	-39.4	-8.4
36	O=C(NCc1ccc(F)cc1F)[C@@H]1CCCN1C(=O)[C@@H]1CCCN1C(=O)c1ccc(Cl)cc1
    -4.0	i	-6.3	2.2	-1.2	-3.5	.	.	-6.5
37	CCN(C[C@H]1N[C@@](Cc2ccccc2)(C(=O)OC)[C@H]2C(=O)N(C)C(=O)[C@@H]12)C(=O)c1ccc(C(C)(C)C)cc1
    -1.8	i	0.5	-1.2	0.0	0.3	-1.6	3.8	0.4
38	COc1ccc(CC(=O)OCC(=O)Nc2ccc(F)cc2)cc1
    -6.9	i	-2.3	0.3	-0.2	-0.9	1.2	7.5	-2.3
39	CCNc1nc2c(c(=O)n(Cc3ccccc3)c(=O)n2C)n1Cc1ccccc1
    3.4	i	2.8	-0.3	0.6	5.4	-0.9	-7.9	-11.0
40	CCN(CC)S(=O)(=O)c1ccc(/C=C/C(=O)Nc2ccccc2N2CCOCC2)cc1
    -2.0	i	-7.5	0.6	-1.3	20.7	-3.0	2.6	-6.7
41	O=C(c1ccco1)N(CCC(c1ccccc1)c1ccco1)Cc1ccc(F)cc1 (centres undefined)
    3.2	i	-11.7	.	-1.2	25.4	-7.2	-0.8	-0.5
42	COc1ccccc1Cn1c(CCCO)nc2ccccc21
    3.7	i	-0.3	-0.9	-0.9	-1.8	-1.9	4.7	4.0
43	Cc1cccc(N2N=C(C(=O)N3CC(=O)Nc4ccccc43)CCC2=O)c1
    6.2	i	-3.4	0.2	-0.1	-1.5	0.2	-36.1	-7.0
44	COc1ccccc1C(=O)NC1CCCc2ccccc21 (centres undefined)
    -2.5	i	-7.7	-0.6	-1.1	4.7	-2.6	-10.0	8.2
45	O=C(c1ccco1)N1CCN(C2CN(C3CCCCC3)S(=O)(=O)C2)CC1 (centres undefined)
    -0.7	i	-1.1	1.5	-0.6	-16.0	2.8	-1.6	-6.4
46	CC(C)CN(CCNC(=O)CN1C(=O)COc2ccc(S(=O)(=O)N3CCOCC3)cc21)CC(C)C
    -1.9	i	-2.8	-0.3	0.2	-4.0	-2.6	-4.3	-1.1
47	Cc1cccc2sc(NC(=O)C3CCCO3)nc12 (centres undefined)
    0.3	i	-1.7	0.3	-0.6	-3.9	-6.9	10.8	9.8
48	CCOC(=O)c1ccc(NC(=O)NCc2cccnc2)cc1
    -2.3	i	-3.8	0.1	-0.1	-3.5	-4.5	8.6	0.8
49	CCCCCNC(=O)C(C#N)c1nc2ccccc2nc1N1CCCC1 (centres undefined)
    13.6	.	1.4	.	0.5	-115.3	-0.1	76.2	4.1
50	COc1cccc(CNS(=O)(=O)c2ccc3c(c2)N(C(C)=O)CCS3)c1
    5.5	i	-1.6	-0.4	-0.4	-6.3	3.5	2.9	-8.8
51	S=C(NCCSCc1ccc(Cl)c(Cl)c1)Nc1ccccc1
    3.4	i	-0.1	-0.7	41.2*	30.4	-2.1	-28.8	4.8
52	Cn1c(=O)c2c(nc(CN3CCN(C(=O)c4ccco4)CC3)n2Cc2ccccc2F)n(C)c1=O
    2.6	i	0.2	1.1	2.2	10.3	1.2	-8.8	1.5
53	O=C(COc1ccccc1Cl)Nc1nc(-c2ccncc2)cs1
    2.8	i	-2.0	-1.0	-0.2	7.1	0.9	-1.4	-10.6
54	CCCN(CC)c1ncnc2[nH]ncc12
    5.4	i	-2.7	-0.2	0.5	-7.6	-0.1	-0.5	-7.7
